# Compound activity as filed in PubChem.
# Pol eta inh: qHTS for Inhibitors of Polymerase Eta | Potency, µM (doses to about 114 µM), for inactives: at the highest dose activity change, negative = inhibition, usual class: inhibitors | DNA polymerase eta (Homo sapiens), Q9Y253 | recombinant Pol eta, fluorescent DNA replication assay | AID 588591, 2011 | hit rate 1.2% among 390,000; note: potency is the fitted concentration of half-maximal effect; % is set by controls: 0 for no effect and ±100 for the full control effect
#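 Pol eta (10 nM) was preincubated with compounds for 15 min at room temperature, after which fluorescent replication substrate (50 nM final) was added to start the reaction. Fluorescence was read kinetically at 0 and 10 min.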
# G9a block: qHTS Assay for Inhibitors of Histone Lysine Methyltransferase G9a | Histone-lysine N-methyltransferase EHMT2 (Homo sapiens), Q96KQ7 | G9a H3K9 monomethylation, AlphaScreen, 2 h | AID 504332, 2011 | Potency, µM (series often up to 102 µM), for the others: at the top dose activity, negative = inhibition, hits mostly inhibitors | hit rate 8.8% among 350,000; note: potency is the fitted concentration of half-maximal effect; % is set by controls: 0 for no effect and ±100 for the full control effect; nearly all actives have a fitted effect of over 75% in size
#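 Methyltransferase reactions run at room temperature for 2 h (20 nM enzyme, 500 nM biotin-H3K9 peptide, 20 uM SAM) after a 15 min compound preincubation; product detected by AlphaScreen beads and anti-H3K9me1 antibody.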
# BAZ2B inh: qHTS Assay for Inhibitors of BAZ2B; AlphaScreen BAZ2B-H3K14Ac peptide displacement; Bromodomain adjacent to zinc finger domain protein 2B (Homo sapiens), Q9UIF8; Potency, µM (doses to about 114 µM), for inactives: at the highest dose activity change, negative = inhibition, most hits filed as inhibitors; AID 504333, 2011; hit rate 4.4% among 360,000; note: potency is the fitted concentration of half-maximal effect; % is set by controls: 0 for no effect and ±100 for the full control effect; nearly all actives have a fitted effect of over 60% in size
#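 Protein-peptide AlphaScreen: BAZ2B 50 nM, b-H3K14Ac 50 nM, 1x PBS pH 7.4 + 0.01% Tween-20. Preincubation 30 min RT; cpd 30 min RT (top 110 uM); beads 20 min RT, light-protected.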
# Pin1 inh: qHTS Assay to Find Inhibitors of Pin1. Pin1 FP peptide displacement, HiFluor488, 10 min. Potency, µM (highest dose often 115 µM), for inactives: at the highest dose activity, negative = inhibition, most hits filed as inhibitors. hit rate 0.009% among 390,000. Peptidyl-prolyl cis-trans isomerase NIMA-interacting 1 (Homo sapiens), Q13526; active = well fitted inhibition curve with a large enough effect in the polarisation, with a control signal flat, not every such curve was filed as active; inconclusive = small, poorly fitted or top-dose-only effect, or effect the other way, or a change in a side signal; inactive = no such curve, though single readings can be large or run the other way; the % refers to the polarisation; note: potency is the fitted concentration of half-maximal effect; % is set by controls: 0 for no effect and ±100 for the full control effect
# Target sequence (Q13526 whole entry, looked up): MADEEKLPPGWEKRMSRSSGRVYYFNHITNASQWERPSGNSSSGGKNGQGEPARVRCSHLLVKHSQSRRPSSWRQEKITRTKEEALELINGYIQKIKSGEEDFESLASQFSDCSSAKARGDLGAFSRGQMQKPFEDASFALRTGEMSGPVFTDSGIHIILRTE
# Tb PGK inh: qHTS Assay to Find Inhibitors of Phosphoglycerate Kinase | PGK/GAPDH coupled, Kinase-Glo luminescence, 60 min | Potency, µM (highest dose often 57.5 µM), for inactives: top-dose activity change, negative = inhibition, usual class: inhibitors | hit rate 0.043% among 380,000; note: potency is the fitted concentration of half-maximal effect; % is set by controls: 0 for no effect and ±100 for the full control effect; nearly all actives have a fitted effect of over 60% in size
# Target sequence (P07378 whole entry, looked up): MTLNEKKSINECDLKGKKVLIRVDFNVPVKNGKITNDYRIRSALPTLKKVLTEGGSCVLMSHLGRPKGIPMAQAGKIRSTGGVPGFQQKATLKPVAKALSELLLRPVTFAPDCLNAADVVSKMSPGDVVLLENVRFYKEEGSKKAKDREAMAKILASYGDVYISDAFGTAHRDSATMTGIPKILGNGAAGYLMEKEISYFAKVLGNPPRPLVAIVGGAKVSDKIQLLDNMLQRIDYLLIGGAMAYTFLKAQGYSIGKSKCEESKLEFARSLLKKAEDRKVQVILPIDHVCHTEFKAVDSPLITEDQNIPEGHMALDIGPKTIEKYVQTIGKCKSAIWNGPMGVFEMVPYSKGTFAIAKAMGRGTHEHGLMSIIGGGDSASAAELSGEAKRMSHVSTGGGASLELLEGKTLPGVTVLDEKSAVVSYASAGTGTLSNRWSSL
#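 Luminescent ATP detection (Kinase-Glo Plus) follows a 60-minute room-temperature incubation, with wells lacking PGK as controls. Buffer: 100 mM TEA (pH 7.6), 5 mM MgCl2, 0.01% Tween-20. Coupling enzyme GAPDH (100 nM final) supplies unstable 1,3-BPG in-well.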
# HP1b binding inh: HTS for Inhibitors of HP1-beta Chromodomain Interactions with Methylated Histone Tails | Chromobox protein homolog 1 (Homo sapiens), P83916 | AlphaScreen HP1-beta / biotin-H3K9me3 peptide binding | Potency, µM (doses to about 114 µM), for the others: at the top dose activity change, negative = inhibition, actives largely listed as inhibitors | hit rate 0.56% among 390,000; note: potency is the fitted concentration of half-maximal effect; nearly all actives have a fitted effect of over 70% in size; inactives centre near 23
# Target sequence (P83916 whole entry, looked up): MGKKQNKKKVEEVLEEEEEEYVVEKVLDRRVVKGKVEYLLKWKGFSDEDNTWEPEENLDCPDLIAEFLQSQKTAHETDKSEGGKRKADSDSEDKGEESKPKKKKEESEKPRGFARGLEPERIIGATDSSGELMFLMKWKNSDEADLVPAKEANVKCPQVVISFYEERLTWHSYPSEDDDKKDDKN
#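 Compound inhibition of the preformed complex between 50 nM HP1-beta and 50 nM biotinylated H3K9me3 peptide was read by AlphaScreen. Buffer was PBS pH 7.4 with 0.01% Tween-20. Incubations ran 30 min at room temperature, with 10 ug/mL donor/acceptor beads.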
# GLS inhibitor: qHTS for Inhibitors of Glutaminase (GLS) | Potency, µM (doses to about 45.5 µM), without a hit: at the highest dose activity change, negative = inhibition, hits mostly inhibitors | GLS enzymatic activity, qHTS titration | hit rate 0.21% among 410,000 | Glutaminase kidney isoform, mitochondrial (Homo sapiens), O94925; note: potency is the fitted concentration of half-maximal effect; % is set by controls: 0 for no effect and ±100 for the full control effect
#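 Human kidney-isoform GLS in 45 mM KH2PO4 pH 8.2, 0.02% Tween-20, with compound, started with 1mM L-Glutamine (added stock). Glutamate oxidase/HRP/Amplex red coupled fluorescence read at start and after 30 min at RT.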
# PI4K2A inh: qHTS for small molecular inhibitors of PI4K2A; activity change, negative = inhibition, % at 76.9 µM; purified PI4K2A, ADP-Glo luminescence, 1 h; stronger effect = lower value; AID 1346378, 2018; hit rate 0.13% among 420,000; in the data active = activity change below about -50%; inconclusive = mostly about -30% to -49%;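 note: -100% = wells without enzyme as full effect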
#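 PI4K2A activity was measured by ADP-Glo luminescence: enzyme (4 ug/mL stock) and phosphatidylinositol (1.2 mM stock) in Tris pH 7.5/MgCl2/EGTA/Triton X-100 buffer were reacted with ATP (300 microM stock) for one hour at ambient temperature.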
# JMJD2A Tudor: qHTS Assay for Inhibitors of JMJD2A-Tudor Domain; Lysine-specific demethylase 4A (Homo sapiens), O75164; hit rate 4.4% among 390,000; Potency, µM (series often up to 114 µM), for the others: at the highest dose activity change, negative = inhibition, hits mostly inhibitors; AlphaScreen JMJD2A-Tudor / H3K4me3 peptide binding; note: potency is the fitted concentration of half-maximal effect; % is set by controls: 0 for no effect and ±100 for the full control effect; nearly all actives have a fitted effect of over 50% in size
# * hit, by the source's call; i = inactive; ? = inconclusive; nt = not tested or not shown; & = joins results of further samples; ! = not active in a repeat; [ ] = remark or other dose. Unless noted, calls come from the whole dose curve; as a rule, active = well fitted curve in the direction sought with a large enough effect; inconclusive = small, poorly fitted or top-dose-only effect, or another doubt; inactive = no such curve, though single readings can be large; an effect the other way counts as inactive or inconclusive. A portion of the library; count on the stated rates, not on these rows.
# Sample of the layout, 6 compounds:
SMILES,Pol eta inh,G9a block,BAZ2B inh,Pin1 inh,Tb PGK inh,HP1b binding inh,GLS inhibitor,PI4K2A inh,JMJD2A Tudor
O=C(COc1ccccc1)NNC(=O)c1cc2ccccc2oc1=O,-21%,-8%[59 µM],2%,-3%,2%,40%[activator],2%,-6,-5%
N#Cc1nc(-c2ccc(OCc3ccccc3)cc2)oc1N1CCC(C(N)=O)CC1,-2%,8%[2.33 µM],1%,0%&8%,-6%,-2%&30%,8%,-17,-22%&-13%
O=C(OCc1cn([C@@H]2CN(C(=O)C3CCCCC3)[C@@H](c3ccc(Cl)cc3)C[C@H]2O)nn1)c1ccccc1,?,nt,nt,nt,-6%,nt,1%,-1,nt
COc1ccccc1NC(=O)CSc1nccn1Cc1ccc(F)cc1,-20%,nt,?,-8%,-3%,-16%,9%,0,-28%
Cc1ccc(S(=O)(=O)NCCCCCC(=O)NCCc2ccccc2)cc1,7%,-32%,-24%,-2%,4%,10%,5%,-1,-1%
CC(C)(C)C(=O)Nc1cccc(C(=O)Nc2cc(C(=O)O)cc(C(=O)O)c2)c1,-18%,0%[59 µM],5%,0%,0%,34%,8%,1,-10%

# The listing, repeating the preview:
SMILES,Pol eta inh,G9a block,BAZ2B inh,Pin1 inh,Tb PGK inh,HP1b binding inh,GLS inhibitor,PI4K2A inh,JMJD2A Tudor
O=C(COc1ccccc1)NNC(=O)c1cc2ccccc2oc1=O,-21%,-8%[59 µM],2%,-3%,2%,40%[activator],2%,-6,-5%
N#Cc1nc(-c2ccc(OCc3ccccc3)cc2)oc1N1CCC(C(N)=O)CC1,-2%,8%[2.33 µM],1%,0%&8%,-6%,-2%&30%,8%,-17,-22%&-13%
O=C(OCc1cn([C@@H]2CN(C(=O)C3CCCCC3)[C@@H](c3ccc(Cl)cc3)C[C@H]2O)nn1)c1ccccc1,?,nt,nt,nt,-6%,nt,1%,-1,nt
COc1ccccc1NC(=O)CSc1nccn1Cc1ccc(F)cc1,-20%,nt,?,-8%,-3%,-16%,9%,0,-28%
Cc1ccc(S(=O)(=O)NCCCCCC(=O)NCCc2ccccc2)cc1,7%,-32%,-24%,-2%,4%,10%,5%,-1,-1%
CC(C)(C)C(=O)Nc1cccc(C(=O)Nc2cc(C(=O)O)cc(C(=O)O)c2)c1,-18%,0%[59 µM],5%,0%,0%,34%,8%,1,-10%
CCn1c(C)cc(=O)cc1-c1ccc(Cl)cc1,-21%,10%,-2%,0%,0%,19%,-8%,5,-18%
O=C(Nc1ccc(S(=O)(=O)Nc2nccs2)cc1)c1cccc(S(=O)(=O)N2CCOCC2)c1,-14%,nt,?,-2%,-3%,34%,3%,0,-26%
CN1C(=O)Cc2cc(S(=O)(=O)CCC(=O)N3CCN(c4ccccc4F)CC3)ccc21,-13%,-10%[59 µM],-25%,7%,4%,29%,4%,-6,-20%
CCN(CC(=O)Nc1c(F)cccc1F)C(=O)CCNC(=O)c1ccco1,-16%,?,-5%,-9%,-3%,54%[activator],1%,1,1%
Nc1ccccc1-c1nc2ccccc2c(=O)o1,-14%,nt,115%[activator],7%,i,166%[activator],-4%,12,39%[activator]
O=C(COC(=O)c1ccncc1)Nc1cccc(Cl)c1,-13%,-17%,-24%,?,-2%,-20%,-15%,-6,-11%[11.4 µM]
COc1ccccc1NC(=O)/C(C#N)=C/c1ccc(OCCN2CCOCC2)c(OC)c1,-14%,-102%,-13%,-8%,-3%,17%,5%,-2,-17%
CCO[C@H]1OC(C(N)=O)=C[C@@H](C2CC2)[C@@H]1CCCO,-8%,nt,nt,-10%,-1%,23%,-3%,0,-18%
O=C(c1ccc([N+](=O)[O-])cc1)N(Cc1ccco1)c1ccccn1,-14%,-34%[59 µM],-29%,-3%,-2%,33%,2%,7,-10%
Cc1ccc(NC(=O)c2ccc(Br)o2)c([N+](=O)[O-])c1,-4%,nt,nt,-2%,-1%,46%[activator],-7%,0,-3%
Cc1[nH]c(=O)[nH]c(=O)c1S(=O)(=O)N1CCCC(C(=O)NCCc2ccccc2)C1 (centres undefined),-14%,-39%,4%,2%,0%,20%,6%,9,-10%
c1ccc(OCCOCCN2CCc3ccccc3C2)cc1,-18%,-45%[59 µM],-2%,1%,2%,36%,14%,4,-23%
O=C(NC1CCCc2ccccc21)C1CCCO1 (centres undefined),-4%,12%[59 µM],8%,1%,-3%,10%,0%,-1,-8%
O=C1OCCN1CCN(CN1C(=O)CCC1=O)CN1C(=O)CCC1=O,-7%,-23%,3%,-5%,-2%,21%,-4%,2,-3%
COc1ccc(C)cc1S(=O)(=O)N(CC(=O)O)c1ccc(C)cc1,-1%,-36%[12.7 µM],1%,27%,1%,26%,9%,-6,?
CC(C)C(OC(=O)C1=Cc2ccccc2OC1)C(=O)NCC1CCCO1 (centres undefined),?,nt,nt,23%,0%,?,11%,-1,50µM*
CC(C)CCNC(=O)NC(=O)COC(=O)CNC(=O)C1CCCCC1,1%,16%,2%,-1%,9%,25%,-5%,-2,-5%
Cc1sc2nc(CSCC(=O)N(CCC#N)c3ccccc3F)[nH]c(=O)c2c1C,-20%,3%,2%,0%,4%,33%,-6%,0,-9%
O=C(Cc1cccc(NC(=O)C2CCCN(C(=O)C3CCCCC3)C2)c1)Nc1ccc(C(=O)N2CCCCC2)cc1 (centres undefined),-7%,nt,nt,2%,5%,51%[activator],0%,-2,-9%
CNC(=O)C1CCC(Cn2c(=O)c3sccc3n(CC(=O)N3CCCC(C)C3)c2=O)CC1 (centres undefined),-19%,14%[59 µM],-11%,-6%,i,24%,1%,2,-9%
Cc1ccc(S(=O)(=O)n2cccc2CO)cc1,-13%,1%[2.33 µM],3%,3%,-2%,38%,-7%,3,-2%
COc1ccc(Cn2c(=O)[nH]c3cc(C(=O)N4CCN(Cc5ccccc5)CC4)ccc3c2=O)cc1,0%,10%[2.33 µM],-29%,20%,-11%,-4%,0%,3,-17%
Cc1n[nH]c(C)c1S(=O)(=O)N1CCCC(C(=O)Nc2ccc(Cl)cc2)C1 (centres undefined),?,7%[59 µM],nt,-2%,-7%,19%,-23%,-15,-15%
Cc1cccc(OCC(=O)N2CCN(c3nnc(-c4ccccc4)c4ccccc34)CC2)c1,-8%,?,-26%,?,8%,15%,1%,-3,-30%
O=C1c2ccccc2S(=O)(=O)c2cc(C(=O)N3CCN(c4ccccc4)CC3)ccc21,-12%,nt,nt,-2%,1%,14%,9%,-3,?
COc1cccc(NC(=O)COC(=O)C2=NN(c3ccccc3)C(=O)CC2)c1,-20%,nt,nt,-11%,0%,19%,-2%,-5,-16%
COc1cccc(NC(=O)C(C)(C)C)c1,-1%,3.2µM*,-8%,3%,-4%,17%,6%,-2,-16%
Cc1cc(S(=O)(=O)Nc2ccc3oc4c(c3c2)CCCC4)ccc1Cl,-11%,?,-32%,1%,-3%,43%,-1%,-2,-13%
CC1CCN(C(=O)Cn2c(=O)n(-c3ccc(F)cc3)c(=O)c3sccc32)CC1,-18%,10%[59 µM],0%,0%,2%,38%,-1%,-11,7%
Cc1cccc(NC(=O)c2ccc(Cl)c(S(=O)(=O)N3CCCC3)c2)n1,-22%,62%,-15%,-3%,-9%,25%,-7%,3,-7%
OC1(CNCc2cn[nH]c2-c2cc3ccccc3o2)CCCCC1,-6%,2%,-13%,-2%,-9%,4%,3%,-6,-18%
CCc1c(C)nc2nncn2c1Nc1ccc(C(C)C)cc1,-9%,-2%[59 µM],-4%,0%,-2%,14%,14%,-2,-19%
Cc1ccc(NC(=O)c2ccc3oc(=O)c(S(=O)(=O)c4ccccc4)cc3c2)cc1C,1%,-3%[59 µM],-10%,-1%,-2%,9%,0%,-1,-13%
Cc1ccc(C)c(NC(=O)CSc2nnc(CNC(=O)c3ccco3)n2C)c1,-14%,15%[59 µM],5%,-12%,-8%,-3%,3%,-1,-14%
Cc1ccc(CN2CC(C(=O)N3CCN(S(=O)(=O)c4c(F)cccc4F)CC3)CC2=O)cc1 (centres undefined),-10%,?,-16%,-1%,i,24%,0%,-8,-14%
NCCc1cnc[nH]1,-10%,8.4µM*!,?,-2%&1%,4%&-2%,32%&19%,2%&-7%&2%,-8&-5&3&1,-21%&-22%
Cc1ccc(N2C(=O)c3ccc(N)cc3C2=O)cc1C,-10%,-2%[12.7 µM],18%,-16%,1%,113%[activator],3%,5,16%[57.1 µM]
CCCOc1nc(SCCC)nc2c1cnn2-c1ccccc1,-16%,205%[activator],125%[activator],3%,-12%,230%[activator],-3%,-9,182%[activator]
COc1ccc(Cc2nnc(SCC(=O)c3cccc([N+](=O)[O-])c3)n2C)cc1,0%,?,-23%,-7%,-8%,8%,5%,1,-18%
